# From PubChem
# MC4R antagonist: MC4R antagonists of cAMP signaling, primary screen, cell-based, TR-FRET, antagonist arm of biased-ligand search | MC4R-expressing cells, MTII-stimulated cAMP, LANCE TR-FRET | inhibition, % at 6.5 µM | 360,000 tested, 0.48% active;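 active means inhibition above its plate's cutoff, the mean of tested wells on that plate plus 3 SD, cut at about 29% in these data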;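 further: 0% = Melanotan II alone and 100% = Melanotan II plus saturating MCL0020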
#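 system = U2OS cells with stable human MC4R expression | also added = Melanotan II challenge after compound preincubation | dosing = one concentration, 6.5 µM nominal | incubation = compound 30 min, challenge 1 h, detection 1 h | measured by = TR-FRET with Eu-cAMP and labeled anti-cAMP, 671 nm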
# MC4R ag barr: MC4R agonists recruiting beta-arrestin, primary screen, cell-based, luminescence, agonist arm of biased-ligand search; Melanocortin receptor 4 (Homo sapiens), P32245; U2OS MC4R beta-arrestin complementation; percent of melanotan II response, DMSO zero; activation, % at 8.9 µM; 360,000 tested, 0.98% active;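 active means activation above a per-plate cutoff, the mean activation of sample wells on that plate plus 3 SD, cut at about 8% in these data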
# Glyco luc inh: increase of ERlucT glycosylation luciferase signal, primary screen, N-linked glycosylation inhibitor project, D54 ERlucT cells, luminescence, set 2. D54 ERlucT glycosylation luciferase reporter, 24 h; percent of 100 nM tunicamycin response. reporter increase, % at 12.5 µM. 360,000 tested, 0.23% active. AID 588692, 2011;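 active means mean luciferase reporter signal, scaled so untreated is 0 and the glycosylation-blocking control 100, at or above a set limit in every replicate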;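 further: luciferase carries N-glycosylation sites so blocking glycosylation raises the light; 0% = median of neutral control wells and 100% = median of 100 nM tunicamycin wells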
# H9c2 protect: cardioprotection against H2O2-induced cell death, primary screen, uHTS, H9c2 cells, ATPLite luminescence | H9c2 cardiomyocytes, H2O2 injury protection, 2 h | protection from H2O2 cell death, % at 20 µM | 360,000 tested, 0.63% active | AID 588492, 2011;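 active means compounds giving at least 50% protection of heart cells from peroxide-induced death in the single-dose screen, raw or plate-pattern-corrected value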;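 further: 0% = DMSO wells with peroxide and 100% = DMSO wells without peroxide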
# ABCB6 inh MLPCN: ABCB6 transporter inhibitors, primary screen, K562-ABCB6 cells, flow cytometry, MLPCN library; K562-ABCB6 porphyrin accumulation, 1 h; active compounds read low; fluorescence ratio to DMSO, % at 10 µM; 360,000 tested, 0.19% active; AID 602162, 2011;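 active means fluorescence ratio to DMSO below 75%, the collection mean minus 3 SD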;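 further: signal is porphyrin accumulated inside mitochondria; 100% equals median channel fluorescence of DMSO control wells; lower ratio means ABCB6 inhibition with less porphyrin fluorescence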
# Vif inh: HIV Vif self-association inhibitors, primary screen, imaging, HEK293T, single point; inhibition, % at 7.49 µM; HEK293T cells, Vif self-association by quenched fluorescence, 24 h; 340,000 tested, 0.35% active; AID 602346, 2012; in the data active means inhibition above about 50%, passing the limit was not always enough; further: some results filed as inactive read as strong as hits
# aDG glyco act: activators of alpha-DG glycosylation, primary screen, uHTS, Pro5-aDG cells, AlphaScreen | alpha-DG glycosylation AlphaScreen (IIH6); 0% Pro5, 100% B10-LARGE cell signal | activation, % at 10 µM | 360,000 tested, 0.22% active | AID 624168, 2012;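 active means activation of at least 8% versus controls, or a plate z-score of at least 8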;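 further: Pro5 are CHO cells carrying HIG-tagged alpha-DG that lacks glycosylation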
# PDI turbidity: inhibitors of human PDI, primary screen, biochemical, turbidity, single point, plate reader; 350,000 tested, 0.052% active; inhibition, % at 10 µM; PDI insulin aggregation turbidity, A650, 90 min; Protein disulfide-isomerase (Homo sapiens), P07237; AID 588391, 2011;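 active means mean inhibition across replicates of 30% or more, whatever share of single replicates reach that level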;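 further: absorbance from insulin aggregation driven by PDI reduction with DTT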
# Target sequence (P07237 whole entry, looked up): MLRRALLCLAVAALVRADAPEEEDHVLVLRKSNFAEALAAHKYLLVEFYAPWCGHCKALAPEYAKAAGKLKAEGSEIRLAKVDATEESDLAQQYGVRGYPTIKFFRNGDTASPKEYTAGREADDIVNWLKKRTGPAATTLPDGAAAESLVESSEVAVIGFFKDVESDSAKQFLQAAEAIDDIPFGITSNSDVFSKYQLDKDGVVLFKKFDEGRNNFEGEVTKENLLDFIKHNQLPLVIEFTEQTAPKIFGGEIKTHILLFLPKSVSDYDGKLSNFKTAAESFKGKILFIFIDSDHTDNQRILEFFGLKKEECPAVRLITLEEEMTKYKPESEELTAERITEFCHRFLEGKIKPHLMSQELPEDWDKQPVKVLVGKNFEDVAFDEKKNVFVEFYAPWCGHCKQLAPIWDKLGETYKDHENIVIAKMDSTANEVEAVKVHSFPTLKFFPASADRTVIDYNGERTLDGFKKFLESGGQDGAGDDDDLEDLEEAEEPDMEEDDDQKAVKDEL
# CaV13 FRET inh: Disruptors of the CACNA1D IQ motif to Ca2+-dependent inactivation inhibitor domain association, primary screening, Förster resonance energy transfer in intact living …. HEK cells, CFP/YFP FRET ICDI-IQ, plate reader, 10 min; percent FRET-ratio fall versus neutral wells. inhibition, % at 12.3 µM. 340,000 tested, 0.098% active;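 active means mean replicate inhibition of at least 30% and at least 1% of replicates passing that level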;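 further: 0% = median of the neutral control wells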
# m5-HT2A agonist: mouse Htr2a agonists via beta-arrestin recruitment, primary screen, cell-based, luminescence; 360,000 tested, 0.66% active; activation, % at 7.6 µM; CHO-K1 mHTR2A beta-arrestin complementation; percent of 30 µM serotonin response;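 active means activation above a run cutoff, the mean activation of all tested compounds plus 3 SD, cut at about 14% in these data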;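 further: 0% = plate median of compound wells and 100% = 30 µM serotonin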
# Target sequence (P35363 whole entry, looked up): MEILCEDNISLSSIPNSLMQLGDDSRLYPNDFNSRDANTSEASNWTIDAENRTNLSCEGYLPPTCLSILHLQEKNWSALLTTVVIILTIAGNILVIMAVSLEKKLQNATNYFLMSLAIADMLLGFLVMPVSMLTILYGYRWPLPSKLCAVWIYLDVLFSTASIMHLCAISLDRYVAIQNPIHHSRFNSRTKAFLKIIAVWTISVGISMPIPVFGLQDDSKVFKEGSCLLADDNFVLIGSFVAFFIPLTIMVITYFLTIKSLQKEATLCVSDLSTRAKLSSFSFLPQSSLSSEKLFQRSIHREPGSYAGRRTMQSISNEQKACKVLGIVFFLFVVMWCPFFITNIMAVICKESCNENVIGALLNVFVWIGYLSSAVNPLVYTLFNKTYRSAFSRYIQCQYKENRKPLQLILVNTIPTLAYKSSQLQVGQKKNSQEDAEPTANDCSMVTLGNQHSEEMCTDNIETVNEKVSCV
# * marks the source's active call; other numbers are inactive results; . = no result given.
SMILES,MC4R antagonist,MC4R ag barr,Glyco luc inh,H9c2 protect,ABCB6 inh MLPCN,Vif inh,aDG glyco act,PDI turbidity,CaV13 FRET inh,m5-HT2A agonist
O=C(c1cc(COc2ccc(F)cc2F)on1)N1CC2C[C@@H]3CC1C[C@H](C2)C3,8,-0.4,-2,-8,98,-8,-0.2,-1,-9,-4
Cc1cc(Cl)ccc1NC(=S)NCc1cccs1,-4,0.6,-1,10,87,-15,0.4,-14,.,-5
Cc1nn2c(C)c(C(=O)Nc3ccccc3)cnc2c1C#N,-5,2.6,1,45,90,-2,-0.1,-1,-9,5
Cc1cc(=S)c2ccccc2[nH]1,1,-1.3,0,0,82,-3,0.1,-1,0,1
CCOC(=O)CSc1nc(N)c(C#N)c(-c2ccc(OCC)cc2)c1C#N,23,9.4*,-1,9,102,8,-0.4,-3,-7,-2
Cc1nc(-c2ccccc2)sc1C1(C)CC(c2c(Cl)cccc2Cl)=NO1 (stereo not drawn),1,-1.1,1,-18,99,-2,-0.2,-1,-11,1
NS(=O)(=O)c1ccc(NC(=O)c2ccccc2C(=O)N2CCCCC2)cc1,6,-0.1,2,-4,95,-17,-0.3,4,-5,0
O=C(/C=C/c1ccc([N+](=O)[O-])cc1)NCCSCc1ccco1,1,-0.6,0,-1,98,3,0.2,-5,-6,-1
CCCCc1cc(=O)oc2cc(C)cc(OCC(=O)Nc3ccccn3)c12,-9,0.7,-6,-14,103,-4,-0.4,-6,-6,2
Cc1ccc(CNc2oc(-c3ccco3)nc2S(=O)(=O)c2ccccc2)cc1,1,-2.2,-2,4,94,-5,-0.1,4,-5,-7
CCN(CC)CCN1CNC(=S)NC1,12,-1.8,2,2,99,13,0.4,-1,-4,-4
CCCOc1ccc(C(=O)NNC(=S)NC(=O)c2cccs2)cc1,4,-8.2,0,37,101,-20,2.9,-8,-2,-14
Cc1cc2nc3ccc(N(C)C)cc3nc2cc1N,-8,-2.1,-15,-13,152,17,-0.1,-5,-25,-3
CCOC(=O)[C@]12CCC=C1N(Cc1cccc3ccccc13)C(=O)[C@H](CC(=O)NCc1cccc(C(F)(F)F)c1)C2,.,.,.,.,96,.,-0.1,.,-6,-1
CCCOc1ccc(C2/C(=C(/O)c3ccc(F)cc3)C(=O)C(=O)N2CCCN(C)C)cc1 (stereo not drawn),7,-1.8,3,-4,103,5,-0.1,-3,-4,-6
O=C(CSc1nnc(-c2cccs2)n1-c1ccccc1)N1CCCc2ccccc21,1,-3.2,-2,5,99,-22,0.1,8,-4,5
CCOc1ccc(CCNC(=O)c2sc3nc4n(c(=O)c3c2C)CCC4)cc1OCC,1,0.1,-3,-1,95,-6,0.3,-7,-5,4
COc1ccc(/C=N\NC(=O)COc2ccccc2Cl)cc1Cn1nc(C)cc1C,1,3.1,19,-19,87,28,0.9,-6,-4,2
Cc1cc(C)c(Nc2cc(S(=O)(=O)O)c(N)c3c2C(=O)c2ccccc2C3=O)c(C)c1,-11,-5.1,-6,-7,103,2,-1.1,-31,-5,-4
CN1CCN(c2ccc(C(F)(F)F)cc2NC(=O)c2ccco2)CC1,4,0.1,0,1,102,0,0.0,-2,-6,0
CC(C)(C)NC(=O)Cn1nnc(-c2ccc(Cl)cc2)n1,1,-1.2,0,-5,96,17,0.1,0,-9,-2
CC(=O)Oc1ccccc1Cn1c(C)c(C(=O)N(C)Cc2ccc(F)cc2)sc1=O,0,1.0,-3,4,97,-2,-0.1,12,11,-1
COc1ccc(NC(=O)c2c[nH]n3c(=O)cc(C4CCN(C(=O)OC(C)(C)C)CC4)nc23)cc1Cl,-4,-2.2,-1,8,99,12,-0.3,-1,-9,3
O=C(Cn1nc(C(F)F)cc1C(F)F)NNC(=S)Nc1ccc([N+](=O)[O-])cc1,-3,-1.9,0,8,95,-11,-0.3,1,-2,4
COC(=O)c1cc(C)nc(Nc2nc(C(N)Cc3ccc(F)cc3)cs2)n1 (stereo not drawn),-1,0.3,1,11,95,1,-0.2,15,-5,8
O=S(=O)(c1ccccc1)N1CCNc2ccccc21,7,-0.9,-1,-7,94,5,0.0,-2,-7,1
Cc1csc2c(=O)sc(NC(=O)c3ccc(F)cc3)nc12,2,-1.9,2,-2,98,-2,0.1,-1,-1,1
O=S(=O)(Cc1cc(Cl)nc(-c2cccnc2)n1)c1ccccc1,5,-3.6,-1,3,95,5,0.1,1,.,-2
COc1ccc(OCc2cc(C(=O)N3C[C@@H](C)O[C@@H](C)C3)no2)c(Cl)c1,-3,-2.0,8,0,98,-4,0.0,0,-9,6
Cc1ccc(-n2ncc3c(N4CCC(C(N)=O)CC4)ncnc32)c(C)c1,1,-2.3,1,1,102,-9,-0.3,0,.,2
CCOc1ccccc1N(CC(=O)Nc1ccc(OC)cc1)S(=O)(=O)c1ccccc1,26,0.8,-3,-3,96,-4,0.1,8,-2,-5
COc1ccc(C(=O)NC(=S)Nc2cccc3cc(O)ccc23)cc1OC,7,0.5,1,3,96,.,-0.6,3,.,-7
Cc1cc(Nc2nc3ccccc3nc2Cl)n(-c2ccc([N+](=O)[O-])cc2)n1,-13,-3.7,-10,-21,91,-8,-0.3,-1,-9,0
O=C(CNC(=O)c1ccco1)N/N=C/c1cc(Br)ccc1O,13,-0.6,-6,40,101,13,0.2,0,-4,13
O=C(CSc1nnc(C2CC2)n1Cc1ccccc1)NCc1ccccc1,7,-0.8,1,0,102,2,-0.2,-3,-3,1
Cc1nc(N)c(Cc2ccccc2F)c(N)n1,5,-1.3,-2,11,101,-1,-0.3,8,-5,-3
Cc1cc(OCC(=O)Nc2ccc(N3CCCC3)cc2)cc(C)c1Cl,7,-0.6,3,-5,96,-20,-0.3,4,-1,-3
Nc1ccc(-c2nnc(-c3ccc(N)cc3)o2)cc1,5,-2.1,-5,-14,96,6,0.0,3,-3,-2
CCN(CC)CCn1c(SCC(=O)NCCC2=CCCCC2)nc2c(sc3ccccc32)c1=O,-2,-2.5,-5,13,95,-4,0.5,-5,-3,-5
NC(=O)c1cccc([N+](=O)[O-])c1,5,-0.8,0,6,101,6,0.1,.,.,0
O=S(=O)(c1ccccc1)c1nc(-c2ccc(F)cc2)oc1NCC1CCCO1 (stereo not drawn),0,-0.9,1,7,92,19,0.0,2,-4,-1
Cc1cc(Cl)c(S(=O)(=O)Nc2ccc3c(c2)OCO3)cc1OCC(N)=O,22,-0.2,-2,-2,95,-1,-0.3,5,-5,5
N#Cc1cccc2c1-c1ccccc1/C2=N/NC(N)=S,-47,17*,7,16,100,-12,0.0,-1,.,-1
COc1ccc2c(c1)CCc1c(C(=O)NCC(C)C)noc1-2,-2,-1.6,-8,-10,94,2,0.1,-3,-5,-1
COc1ccc(Br)c(C(=O)Nn2c(C)nc3ccccc3c2=O)c1,9,-1.7,3,-3,101,8,0.0,13,-4,3
O=C(O)CN1C(=O)/C(=C\c2cccc(OCc3ccccc3)c2)SC1=S,-5,-1.4,1,-5,139,26,-0.1,9,-2,-1
Cc1nc2ccc([N+](=O)[O-])cc2c(=O)n1Cc1cccc(F)c1,7,0.0,0,-7,100,0,0.1,-2,-18,-5
CC(c1nccs1)N(C)C(=O)CCc1nnc(CCc2ccccc2)o1 (stereo not drawn),14,-2.4,1,1,109,1,0.1,-1,-16,0
CC(C)(C)C1CCC(=NNC(=O)CC(=O)NCc2ccccc2)CC1 (stereo not drawn),-4,-0.6,2,4,100,0,0.1,-6,-4,11
Cc1cc(C)nc(Sc2ncnc3c2oc2ccccc23)n1,5,0.9,-9,14,97,-12,0.1,5,-4,-2
CCOc1ccc(NC(=O)NCc2ccccn2)cc1,5,-2.7,0,5,98,17,0.7,-3,-6,1
C=CCn1c(SCC(=O)Nc2cccnc2Cl)nnc1-c1ccc(Cl)cc1,9,-1.8,-4,-8,101,-9,0.5,6,-8,3
c1ccc(N/N=C(\Cc2ncc[nH]2)c2ccccc2)cc1,-5,-0.9,-2,-5,102,6,0.5,4,-1,-1
CCOc1ccc(CCNC(=O)CN2CCN(Cc3ccccc3F)C2=O)cc1OCC,-1,0.8,0,2,98,1,0.1,-4,-5,4
COC(=O)c1c(NC(=O)CN2CCC(C(N)=O)CC2)c2c(C)cccc2n1C,-3,2.8,0,2,96,-6,0.2,7,-1,3
COCCNC(=O)Cn1cnc2c(cnn2-c2ccc(C)cc2)c1=O,22,0.8,2,11,101,9,0.0,-1,-9,3
CCc1ccc(N(CC(=O)Nc2ccccc2C(=O)N2CCOCC2)S(C)(=O)=O)cc1,0,3.3,1,8,100,-2,0.0,-3,-3,8
O=C(Nc1nccs1)c1sc2ccccc2c1Cl,-4,0.9,-15,-19,94,.,-0.1,-4,.,4
Nn1c(SCc2csc(-c3ccccc3)n2)nnc1-c1cccs1,7,-0.5,10,-4,91,-2,0.0,13,-5,4
Cc1nn(Cc2c(F)cccc2Cl)c(=O)c2ccccc12,5,-0.9,0,1,107,6,0.0,-2,-3,-5

# Brought forward from above: two entries; new compounds follow.
SMILES,MC4R antagonist,MC4R ag barr,Glyco luc inh,H9c2 protect,ABCB6 inh MLPCN,Vif inh,aDG glyco act,PDI turbidity,CaV13 FRET inh,m5-HT2A agonist
Nn1c(SCc2csc(-c3ccccc3)n2)nnc1-c1cccs1,7,-0.5,10,-4,91,-2,0.0,13,-5,4
Cc1nn(Cc2c(F)cccc2Cl)c(=O)c2ccccc12,5,-0.9,0,1,107,6,0.0,-2,-3,-5
Cc1cc(OCC(=O)O/N=C(\N)Cc2cccs2)ccc1Br,9,0.0,0,-16,104,-2,-0.1,6,-8,-4
CCOc1ccc(N(CC(=O)N2CCN(c3ccccc3OC)CC2)S(=O)(=O)c2ccc(C)cc2)cc1,11,-1.6,-4,-2,99,-13,-0.1,3,-6,4
O=C(COC(=O)CCCNC(=O)c1ccc(Cl)cc1)NC1CC1,3,-1.8,0,1,93,0,0.0,3,-5,-2
O=c1[nH][nH]c(-c2ccccc2O)c1C(C[N+](=O)[O-])c1ccc(Br)cc1 (stereo not drawn),-6,1.9,-1,14,86,-9,-0.2,8,-3,-5
CC(NCc1ccco1)C(=O)N1CCc2ccccc2C1 (stereo not drawn),-4,-1.9,1,7,95,9,-0.1,-4,-9,-2
Cc1sc2ncnc(OCC(=O)N3CCN(C(=O)c4ccco4)CC3)c2c1C,-15,-0.5,0,13,91,-11,-0.1,0,-3,-1
COc1ccc(-c2nc3ccc(C(=O)NCC(OC)OC)cc3nc2-c2ccc(OC)cc2)cc1,3,-3.2,-3,9,93,-4,-0.1,2,-8,-2

# This is a random part of the collection; any-hit rate near 3.6%.
